FAS TE block: FAS thioesterase (human) inhibition. 360,000 tested, 0.67% active. recombinant FAS-TE, OMFH fluorogenic substrate, fluorescence endpoint. inhibition, % at 15 µM. P49327;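 active = compounds whose normalised, plate-corrected inhibition of enzyme fluorescence in the single-dose primary screen is 50% or more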;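 also: 0% = DMSO with enzyme and 100% = substrate without enzyme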
NadD inh: NadD (S. aureus) enzyme inhibition | purified NadD enzyme, colorimetric absorbance read-out | 360,000 tested, 0.78% active | inhibition, % at 20 µM; in the data active = inhibition above about 26%; also: some compounds past the cut are filed as inactive
Rpn11 block: inhibitors of human proteasome Rpn11. 360,000 tested, 0.59% active. O00487. human 26S proteasome, Ub4-pepOG fluorescence polarization; 20S core pre-blocked with epoxomicin. calls only at 20 µM;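 active = inhibition at 20 µM, scaled to each plate's controls, above about 33%, limit read from the data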
Target sequence (O00487 whole entry, looked up): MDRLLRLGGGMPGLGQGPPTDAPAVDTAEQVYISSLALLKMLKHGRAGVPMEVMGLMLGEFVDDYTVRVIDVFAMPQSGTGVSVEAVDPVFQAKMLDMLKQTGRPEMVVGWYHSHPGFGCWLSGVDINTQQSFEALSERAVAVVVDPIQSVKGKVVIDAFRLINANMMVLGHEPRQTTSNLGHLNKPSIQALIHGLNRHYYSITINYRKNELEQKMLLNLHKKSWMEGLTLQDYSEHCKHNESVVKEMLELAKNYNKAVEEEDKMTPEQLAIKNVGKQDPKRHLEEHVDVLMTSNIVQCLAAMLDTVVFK
SKN-1 inh: C. elegans SKN-1 inhibition | AID 624304 | 360,000 tested, 0.49% active | C. elegans VP596 Pgst-4::GFP/RFP ratio, acrylamide-induced, 24 h | inhibition, % at 21.8 µM;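 active = interference check ratio from 0.5 to 1.5 plus GFP to RFP signal ratio inhibition reaching or exceeding a fixed threshold, cut at about 30% in these data, passing the limit was not always enough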; also: some compounds called inactive have numbers as strong as hits
MLLE-PAM2 inh: inhibitors of microRNA-mediated deadenylation, human PABP1 MLLE binding; P11940; GST-MLLE / FITC-PAM2 fluorescence polarization; inhibition, % at 20 µM; 360,000 tested, 0.36% active; AID 588489; in the data active = inhibition above about 35%, passing the limit was not always enough;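 also: plate controls were DMSO wells with GST-MLLE for no effect and wells lacking GST-MLLE protein for full effect; some results filed as inactive read as strong as hits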
Target sequence (P11940 whole entry, looked up): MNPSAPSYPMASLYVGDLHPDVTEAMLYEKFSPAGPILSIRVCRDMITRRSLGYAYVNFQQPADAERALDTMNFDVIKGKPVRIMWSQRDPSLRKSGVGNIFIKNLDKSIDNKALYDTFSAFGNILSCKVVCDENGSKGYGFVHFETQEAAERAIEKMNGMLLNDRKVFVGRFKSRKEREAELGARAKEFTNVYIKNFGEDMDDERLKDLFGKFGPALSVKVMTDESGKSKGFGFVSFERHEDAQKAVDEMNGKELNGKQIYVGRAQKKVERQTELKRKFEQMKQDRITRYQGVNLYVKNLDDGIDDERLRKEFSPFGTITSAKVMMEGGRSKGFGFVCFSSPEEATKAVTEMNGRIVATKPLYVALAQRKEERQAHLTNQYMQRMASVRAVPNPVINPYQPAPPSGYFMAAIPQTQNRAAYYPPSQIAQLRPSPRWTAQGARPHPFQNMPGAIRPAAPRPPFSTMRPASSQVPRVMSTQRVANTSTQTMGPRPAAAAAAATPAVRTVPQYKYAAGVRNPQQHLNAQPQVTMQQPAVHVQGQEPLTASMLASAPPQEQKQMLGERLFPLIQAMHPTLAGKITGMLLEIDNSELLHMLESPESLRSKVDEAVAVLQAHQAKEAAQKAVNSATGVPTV
MT1-MMP act inh: inhibitors of human MT1-MMP activation; GFP/RFP ratio change, % at 20 µM; AID 651647; 360,000 tested, 0.061% active; HT1080 RFP-PRO-GFP cells, GFP/RFP ratio fluorescence, overnight; percent of plate control window, DMSO zero;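 active = GFP/RFP ratio change of at least 30% with cell ATP level not reduced by more than half and red fluorescence within 50% of control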; also: strong numbers were not always called active
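Material: RFP-PRO-GFP reporter HT1080 cells. Dosing: single-point 20 µM compound, 1% DMSO. Controls: DMSO and RFP-L50D-GFP cell wells. Timing: cells overnight before dosing, compound overnight, 37 °C, 5% CO2. Measure: GFP/RFP fluorescence ratio.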
Neddylation inh: blocks human cullin neddylation. P61081+Q13564. calls only at 25 µM. TR-FRET cullin neddylation, biochemical. 360,000 tested, 0.58% active. AID 651699; in the data active = inhibition above about 36%
Rin1 Abl inh: human Rin1-Abl interaction inhibition; TR-FRET Rin1/Abl binding, biochemical; inhibition, % at 7.35 µM; 360,000 tested, 0.4% active; P00519+Q13671; in the data active = inhibition above about 5%, passing the limit was not always enough
CSN inh: CSN deneddylation inhibition | Q92905 | AID 651999 | Purified CSN, SCF-Nedd8-OG deneddylation, fluorescence polarization | inhibition, % at 12.5 µM | 360,000 tested, 0.38% active;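 active = pattern-corrected inhibition above about 35%, with an unprinted fluorescence ratio check between 0.5 and 1.5, limit read from the data, passing the limit was not always enough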;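 also: 0% = enzyme with substrate and 100% = substrate without enzyme; some results filed as inactive read as strong as hits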
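test system = HEK293T-derived human Csn5 enzyme | amount = 0.24 nM Csn5 enzyme, final concentration | medium = Tris/NaCl/DTT buffer, pH 7.5 | schedule = 90 min reaction at room temperature | signal = FP | evaluation = inhibition of Csn5 cleavage, % | compound dosing = single dose of 12.5 µM compound with 0.25% DMSO | probe or stimulus = 10 nM SCFSkp2-Nedd8OG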
* hit, by the source's call; i = inactive; / = not tested or not shown; + = active, no number; & = joins results of further samples.

SMILES	FAS TE block	NadD inh	Rpn11 block	SKN-1 inh	MLLE-PAM2 inh	MT1-MMP act inh	Neddylation inh	Rin1 Abl inh	CSN inh
Cc1ccc(C(=O)COC(=O)c2cc(Cl)nc3ccccc23)cc1C	31	-2	i	-5	-6	1	i	-3	1
C[C@@H]1CN([C@H](C)CO)C(=O)CCCn2nncc2CO[C@@H]1CN(C)C(=O)Nc1ccc(N2CCCCC2)cc1	-8	-3	i	11	-27	1	i	-1	2
CN(CC(=O)Nc1ccc(Cl)c(S(=O)(=O)N2CCOCC2)c1)C(=O)c1cccs1	-8	-3	i	-1	-11	-2	i	-2	0
COc1ccc(-n2c(=O)[nH]c3cc(C(=O)NCCc4ccc(Cl)cc4)ccc3c2=O)cc1OC	-12	4	i	0	1	-7	i	-1	0
Cc1c(Cl)c([N+](=O)[O-])nn1CCCC(=O)Nc1sc2c(c1C(N)=O)CCC(C)C2 (stereo unspecified)	-8	-6	i	-6	9	5	i	-1	4
O=C(Nc1ccn(Cc2ccc(Cl)cc2)n1)c1ccc2c(c1)OCO2	6	-9	i	6	1	0	i	0	-2
O=C1C2C3c4ccccc4C(c4ccccc43)C2C(=O)N1c1cccnc1 (stereo unspecified)	-8	-6	i	-3	9	3	i	0	-11
CCOC(=O)CN(C(=O)CNC(=O)c1cccs1)C(C(=O)NC1CCCC1)c1cccnc1 (stereo unspecified)	-5	3	i	-5	5	2	i	-3	4
O=C(C=Cc1ccccn1)c1ccccc1	-11	-1	i	-2	29	23	i	2	5
O=C(NCCSc1ccc(Br)cc1)c1ccccc1	7	-5	i	12	3	-3	i	-2	-6
Cc1ccc(C2C(C(=O)O)c3ccccc3C(=O)N2C)o1 (stereo unspecified)	-10	-1	i	12	-5	2	i	6	-1
CCC(C)NS(=O)(=O)c1ccc(NS(C)(=O)=O)cc1 (stereo unspecified)	-7	-2	i	-6	8	1	i	4	3
CCC(=O)N(C)C[C@H]1Oc2ncc(C#Cc3ccncc3)cc2C(=O)N([C@@H](C)CO)C[C@@H]1C	-9	7	i	8	-14	-2	i	-1	-4
CN(NC(=O)CN1C(=O)c2ccccc2C1=O)C1=NS(=O)(=O)c2ccccc21	-4	1	i	2	-8	2	i	4	4
CC(=O)c1ccc(OC(C)C(=O)NC2CCCCC2C)cc1 (stereo unspecified)	-7	-1	i	10	15	1	i	-2	-2
COC(=O)/C=C1\S/C(=N/NC(=O)c2ccccc2)NC1=O	-1	4	i	18	-2	4	i	3	3
O=S(=O)(c1ccc2ccccc2c1)N(CC(O)COCc1ccco1)c1ccccc1 (stereo unspecified)	23	-3	i	22	-2	-4	i	1	-7
OC(c1ccc(F)cc1)c1nc(-c2cnc3ccccc3c2)cs1 (stereo unspecified)	22	0	i	-3	4	2	i	1	-4
NC(=O)C1(N2CCCCC2)CCN(C(=S)Nc2ccccc2)CC1	-8	0	i	14	-24	-1	i	0	-7
CCc1ccc(CNC(=O)CCn2nc(C)c3c(C)n(-c4ccccc4)nc3c2=O)cc1	1	2	i	4	-4	-7	i	4	2
O=C(NCc1cccc(Cl)c1)c1cccc2c(-c3cccnc3)coc12	8	4	i	20	16	0	i	-3	1
COc1cccc(NC(=O)CN(C)C(=O)CSc2nc(C)cc(C)n2)c1	-3	-3	i	5	-2	2	i	2	-4
O=C(NN=C1CCCC1)c1ccccc1[N+](=O)[O-]	-2	-3	i	2	-2	-2	i	-4	4
CC1CCCCN1C(=O)CSc1nnc(-c2c[nH]c3ccccc23)o1 (stereo unspecified)	0	-4	i	18	-5	-4	i	0	4
COC(=O)c1[nH]c2cccc(Cl)c2c1NC(=O)CN(C)C1CCCCC1	5	2	i	18	-9	0	i	-2	-4
C#CCOCCOCCOCCNc1nc(N2CCN(C(=O)CCCCCCCCCCNC(=O)Cn3cc(C[C@@H](C)O)nn3)CC2)nc(N2CCN(C(=O)CCCCCCCCCCNC(=O)[C@H](CCCCN)n3cc(C[C@@H](C)CC)nn3)CC2)n1	-100	44*	i	5	-14	10	i	6	87*
COc1cc(CNC(=O)Nc2nc(C(N)c3ccccc3)cs2)cc(OC)c1OC (stereo unspecified)	-4	-1	i	-9	5	-3	i	-5	-4
CCCc1c(C)[nH]c2nc3ccccc3n2c1=O	2	-7	i	0	-15	-1	+	0	1
COc1ccc(C(=O)N2CCCN(C)CC2)c(OC)c1	-4	-3	i	9	-4	-4	i	3	4
CCn1cc(C2=NCC(C)O2)c2ccccc21 (stereo unspecified)	-6	-7	i	-12	1	-1	i	2	-9
COc1ccccc1C1c2[nH]c3ccccc3c2C[C@H]2C(=O)N(C3CCN(Cc4ccccc4)CC3)CC(=O)N12 (stereo partly specified)	13	26	i	2	-11	-4	i	2	10
Cc1cccc(NC(=O)/C(C#N)=C\c2ccc(C(=O)O)cc2)c1	-6	0	i	7	3	-2	i	2	3
CCCCOC(=O)c1ccc(NC(=O)COC(=O)CSc2nc(C)cc(C)n2)cc1	-2	-9	i	-1	-17	2	i	1	3
Cc1oc(-c2ccccc2Cl)nc1CN1CCCCC1c1cccnc1 (stereo unspecified)	-3	4	i	-5	-2	-12	i	0	3
O=S1(=O)NC(=NCc2ccccc2)c2ccccc21	-5	0	i	-13	2	-6	i	-1	-4
Cn1c(Cc2ccccc2)nnc1SCC(=O)Nc1ccc(N2CCOCC2)cc1	-4	-13	i	16	-3	2	i	0	0
COc1ccc(Nc2ccc(S(=O)(=O)N3CCCCC3)cc2[N+](=O)[O-])cc1Cl	35	6	i	-5	10	5	i	-2	0
CCCCn1c(=O)c(CC(C)=O)nc2ccccc21	-9	-1	i	5	-28	-1	i	-4	5
O=C(c1ccco1)N1CCN(C(c2ccc(F)cc2)c2nnnn2Cc2cccs2)CC1 (stereo unspecified)	4	0	i	21	8	-4	i	-3	0
CCOc1cc(/C=C(\C#N)C(=O)NCc2cccnc2)ccc1O	-7	1	i	-2	-16	-4	i	-1	0
CC1(C)NC(=O)N(CC(O)Cn2nnc3ccccc32)C1=O (stereo unspecified)	-6	0	i	25	-4	-1	i	-1	-2
Cc1ccc(SCCNC(=O)c2ccc(C)c([N+](=O)[O-])c2)cc1	44	-7	i	11	7	-4	i	2	-3
Cc1ccc(CN2CC(N3CCN(C4CCN(C)CC4)CC3)CS2(=O)=O)cc1 (stereo unspecified)	-12	-6	i	10	6	2	i	1	-2
CN(CCOc1ccccc1)CCOc1ccccc1	-1	-11	i	-12	-8	-2	i	-2	2
CCn1ccc(C(=O)NC2CCCC2)n1	-7	-7	i	-10	6	-1	i	1	4

Next part, starting with the last six of the part before.
SMILES	FAS TE block	NadD inh	Rpn11 block	SKN-1 inh	MLLE-PAM2 inh	MT1-MMP act inh	Neddylation inh	Rin1 Abl inh	CSN inh
CCOc1cc(/C=C(\C#N)C(=O)NCc2cccnc2)ccc1O	-7	1	i	-2	-16	-4	i	-1	0
CC1(C)NC(=O)N(CC(O)Cn2nnc3ccccc32)C1=O (stereo unspecified)	-6	0	i	25	-4	-1	i	-1	-2
Cc1ccc(SCCNC(=O)c2ccc(C)c([N+](=O)[O-])c2)cc1	44	-7	i	11	7	-4	i	2	-3
Cc1ccc(CN2CC(N3CCN(C4CCN(C)CC4)CC3)CS2(=O)=O)cc1 (stereo unspecified)	-12	-6	i	10	6	2	i	1	-2
CN(CCOc1ccccc1)CCOc1ccccc1	-1	-11	i	-12	-8	-2	i	-2	2
CCn1ccc(C(=O)NC2CCCC2)n1	-7	-7	i	-10	6	-1	i	1	4
Cc1cc(NC(=O)CSc2nnc(CNC(=O)c3cccc(C(F)(F)F)c3)o2)no1	-4	-7	i	8	7	-9	i	-5	2
Cc1nc(N2CCCCC2)sc1C(=O)c1ccc(SCCO)c([N+](=O)[O-])c1	-128	-9	i	-1	6	-3	i	-2	-2
Cc1ccc(S(=O)(=O)N/N=C/c2c(C)nn(-c3ccccc3)c2C)cc1	5	-3	i	-5	-29	4	i	0	-4
CC(C)c1ccc(NC(=O)C2CCCN(S(=O)(=O)c3cnc[nH]3)C2)cc1 (stereo unspecified)	-20	3	i	5	-4	-1	i	5	-8
CC(=O)Nc1ccc(NC(=O)C2CCC(CNS(=O)(=O)c3cccc4nsnc34)CC2)cc1 (stereo unspecified)	-3	0	i	10	12	1	i	0	3
CC(C)(C)N(Cc1ccccc1)C(=O)c1ccncc1	-2	-5	i	-3	-1	-2	i	-2	4
CCOC(=O)Cn1cc(C=O)c2ccccc21	-11	-2	i	5	-9	2	i	0	-5
O/N=C/c1ccc(OCc2ccccc2)c(Cl)c1	0	-3	i	9	6	-6	i	1	-4
Cc1oc(/N=C/c2ccc3c(c2)OCO3)c(C#N)c1C	-2	2	i	1	7	2	i	0	0
Cc1ccc(S(=O)(=O)N(CC(=O)N(C(C)C)C(C)C)C(=O)N2CCN(C)CC2)cc1	-7	1	i	17	3	0	i	0	-3
CC(=O)N1CCN(CC(=O)Nc2cc([N+](=O)[O-])ccc2Cl)CC1	-2	-4	i	7	-1	3	i	5	2
CCN(CC)c1ccc(C(=O)OCC(=O)Nc2ncccn2)cc1	-3	1	i	16	-1	5	i	-1	-2
Cc1ccc(OCCNC(=O)c2ccc(C)o2)cc1	-4	-9	i	4	21	-1	i	-1	-4
COc1ccc(-c2coc3cc(OC(C)=O)ccc3c2=S)cc1	-1	11	i	-6	-40	-1	/	3	4
CCCCN1CC(COCc2ccccc2)Oc2cccc(Oc3cc(C)c(C)c(C)c3)c2S1(=O)=O (stereo unspecified)	28	7	i	6	-10	1	i	4	0
O=S1(=O)C[C@@H](N2CCN(CC3CC3)CC2)[C@H](COCc2ccccc2)N1	-12	-8	i	11	13	6	i	0	-4
Cc1c(NC(=O)N(C)C)c(=O)n(-c2ccccc2)n1C	-3	-5	i	-8	-17	1	i	0	-4
O=C(Cn1c(C(F)(F)F)nc2ccccc21)c1ccc(Br)cc1	10	-3	i	-18	-2	-5	i	-1	-2
O=C(Nc1ncc(S(=O)(=O)c2ccc([N+](=O)[O-])cc2)s1)c1ccc2ccccc2c1	9	26	i	-10	9	-2	i	0	-3
CCc1cc(-c2n[nH]c(C)c2-c2nc3ccccc3s2)c(O)cc1OCC(=O)NN	-3	-4	i	-3	7	0	i	3	-2
c1ccc(-c2n[nH]c(-c3ccccn3)n2)nc1	-11&-4	-2&-6	i	2&4	-2&0	6&8	i	4&-2	3&2
CCCC[n+]1ccn(-c2nc3c([N+](=O)[O-])cccc3n2C)c1	3	11	i	21	-124	-1	i	-3	-5
CSc1nnc(-c2ccccc2)n1C	-9	-3	i	8	-13	-3	i	2	0
COC(=O)C1=NN(c2ccccc2)C2(S1)S/C(=C\c1ccccc1)C(=O)N2c1ccccc1 (stereo unspecified)	31	9	i	-3	-8	-3	i	0	-3
CC[C@]1(C(=O)OC)[C@H]2C(=O)N(Cc3ccccc3)C(=O)[C@H]2[C@H]2CN=C(SCc3ccc(C(=O)OC)cc3)N21	14	5	i	3	5	0	i	-1	2
Cc1nc(C)c(C(=O)OCC(=O)NCc2ccccc2Cl)s1	0	3	i	10	5	-1	i	3	-4
